Screening data deposited in PubChem by several laboratories.
human PMI inhibitors = human PMI inhibitors, high substrate, primary screen, biochemical, fluorescence intensity, high mannose 6-phosphate (AID 1220). hit rate 0.66% among 190,000. inhibition, % at 20 µM, or IC50 in µM where a hit was titrated. recombinant PMI enzyme, coupled fluorescence intensity; higher % means a stronger effect
Salmonella PhoP GFP = inhibitors of PhoP regulon expression, primary screen, Salmonella Typhimurium, GFP reporter (AID 1863); S. Typhimurium PhoP-regulated promoter GFP reporter, 4 h; higher % means a stronger effect; one-dose inhibition, % at 50 µM; IC50 in µM for titrated hits; hit rate 0.16% among 300,000;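 active means inhibition over 29.93%, a cutoff 3 SD above the screen mean, later confirmed by dose response; inconclusive means inhibition over 29.93% but no dose response follow-up; inactive means inhibition at most 29.93% or unconfirmed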;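 further: 0% = low Mg2+ inducing control and 100% = high Mg2+ repressing control; strong numbers were not always called active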
Insulin prom up = MIN6 insulin promoter up-regulation. MIN6 insulin promoter-GFP reporter, high-content imaging; active compounds read high. z-score at 5 µM. hit rate 0.3% among 190,000;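 active means z-score above 3 at 5 µM with at least 500 cells counted in the well; inconclusive means wells under 500 cells, flagged as cytotoxic or low count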
West Nile virus CPE = inhibition of WNV-induced cytopathic effect – cell-based, CPE readout (AID 1621). hit rate 0.02% among 290,000. West Nile virus-infected cells, CPE inhibition; higher % means a stronger effect. CPE inhibition, % at 10 µM; hits with a dose series show IC50 in µM; in the data active means a potency from the dose series; inconclusive means CPE inhibition mostly from about 3.7% at the one dose, without a potency; inactive means the rest, 99 in 100 with CPE inhibition below about 2.2%; further: strong numbers were not always called active
CSM14.1 death rescue = protection against thapsigargin-triggered cell killing – 384-well, CSM14.1, ATP luminescence, primary screen (AID 1222); 190,000 tested, under 10 active; cellular ATP content (survival), % at 20 µM, or EC50 in µM where a hit was titrated; CSM14.1 thapsigargin-induced death rescue, ATP luminescence; higher % means a stronger effect;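 active means EC50 below 50 µM in the dose-response confirmation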;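 further: death triggered by thapsigargin at about 15 µM added after 2 h compound pretreatment; cell ATP read after overnight thapsigargin exposure of roughly 18 to 22 hours; normalized against plate controls of thapsigargin alone and 5% DMSO vehicle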
RSV antiviral HEp-2 = inhibition of RSV-induced cytopathic effect – HEp-2 cells, primary 10 µM value included (AID 2391) | HEp-2 cells, RSV-induced CPE inhibition; higher % means a stronger effect | CPE inhibition, % at 10 µM; hits with a dose series show IC50 in µM | hit rate 0.13% among 310,000; in the data active means a potency from the dose series; inconclusive means CPE inhibition mostly from about 23% at the one dose, without a potency; inactive means the rest, 99 in 100 with CPE inhibition below about 21%; further: strong numbers were not always called active
SV40 large T antigen = SV40 large T antigen inhibitors, biochemical (AID 1903); SV40 large T antigen ATPase/helicase inhibition assay; higher % means a stronger effect; one-dose inhibition, % at 20 µM; IC50 in µM for titrated hits; hit rate 0.39% among 310,000; in the data active means a potency from the dose series; inconclusive means inhibition mostly from about 32% at the one dose, without a potency; inactive means the rest, 99 in 100 with inhibition below about 32%; further: strong numbers were not always called active
TNAP activators = stimulation of alkaline phosphatase TNAP activity – biochemical, luminescent, no phosphate acceptor, uHTS, primary screen (AID 1001); one-dose activation fold at 20 µM; EC50 in µM for titrated hits; purified TNAP, luminescent activation assay, no phosphate acceptor; higher activation fold means a stronger effect; hit rate 0.03% among 200,000; in the data active means activation fold from about 3, or a potency from the dose series; inactive means the rest, 99 in 100 with activation fold below about 1.6; further: many of its hits are not listed in these tables
human PMI inhibition = inhibitors of human PMI, primary screen, biochemical, fluorescence intensity, coupled assay (AID 1209) | purified PMI enzyme, coupled fluorescence intensity; higher % means a stronger effect | inhibition, % at 20 µM, or IC50 in µM where a hit was titrated | hit rate 0.42% among 190,000;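 further: plate controls were DMSO vehicle for no effect and wells lacking substrate for full effect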
Insulin prom up cell count = also measured in Insulin prom up; calls as there; cell count; measured here: cytotoxicity, nuclei count;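 total cells summed across four imaged fields per well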
Active calls of the source: *; u = inconclusive; x = not tested or not shown; & = joins results of further samples. Unless noted, no stated cut-off is given here; in the data, active means inhibition above about 50%; inactive means the rest.

Every second line gives: Insulin prom up cell count	TNAP activators	CSM14.1 death rescue	Insulin prom up	human PMI inhibition	SV40 large T antigen	West Nile virus CPE	human PMI inhibitors	Salmonella PhoP GFP	RSV antiviral HEp-2
- O=c1[nH]c(=O)n(CCc2ccccc2)c(O)c1C=NCc1ccc2c(c1)OCO2
  935	1	-2.5%	0.17	6%	0%	0.0%	8%	-4%	-0.6%
- O=C(c1cc(Br)ccc1Cl)N1CCC2(CC1)OCCO2
  x	1.1	-2.7%	x	-1%	-3%	0.6%	-3%	-9%	0.8%
- FC(F)(F)c1ccc2c(c1)ncn2C1CCN(Cc2nnnn2C2CCCCC2)CC1
  x	1	2.2%	x	7%	1%	0.3%	9%	9%	16%
- Cc1cc(C)c(C2=NOC(O)(C(F)(F)F)C2)c(=O)[nH]1 (centres undefined)
  1601	1.1	0.0%	0.18	3%	1%	0.2%	5%	8%	-0.7%
- COc1ccc(C(CC(=O)N2CCC3(CC2)OCCO3)NS(=O)(=O)c2ccc(OC)cc2)cc1 (centres undefined)
  1210	1.1	-1.6%	-0.91	5%	0%	0.1%	2%	-12%	-0.2%
- O=C1NC(=O)N(Cc2ccc(F)cc2)C(=O)/C1=C\c1ccoc1
  1479	x	x	0.15	x	56µM*	0.7%	x	-1%	x
- CN(C)c1ccc2c(c1)N=C(c1ccco1)OP2(=S)N1CCOCC1 (centres undefined)
  1437	1.1	-0.6%	-0.17	26%	18%	-0.7%	45%	3%	3.7%
- O=C(Nc1ccc(F)c([N+](=O)[O-])c1)N1C[C@H]2C[C@@H](C1)c1cccc(=O)n1C2
  x	x	x	x	x	2%	0.0%	x	-6%	0.8%
- CC(=NCc1ccc(F)cc1)c1c(O)n(C)c(=O)n(C)c1=O
  937	1.1	1.4%	-0.6	-2%	17%	-0.6%	-3%	-2%	0.2%
- CCC(=NCC1CCCO1)c1c(O)n(-c2ccc(OC)cc2)c(=O)[nH]c1=O (centres undefined)
  1380	x	x	-0.91	x	5%	0.3%	x	-17%	0.0%
- CC(Cc1ccccc1)[n+]1cc(/N=C(\[O-])Nc2ccccc2)on1 (centres undefined)
  901	1	3.8%	0.65	5%	-1%	-0.3%	3%	-5%	6.6%
- O=C(Cn1cnc2ccccc2c1=O)NCCC(=O)N1CCC2(CC1)OCCO2
  1211	1.1	-3.0%	0.75	4%	6%	1.2%	9%	-9%	0.6%
- Cn1c(O)c(C(c2ccccn2)c2c(O)n(C)c(=S)[nH]c2=O)c(=O)[nH]c1=S
  x	1.1	0.6%	x	-8%	8%	x	-21%	-5%	-1.5%
- COc1ccc(OC)c(NC2=NCCCS2)c1
  1579	1.1	-1.2%	-0.94	-8%	2%	0.2%	-8%	-3%	5.4%
- COc1ccc2c(c1)CC1(CN2C)C(=O)NC(=O)N(c2ccc(F)cc2)C1=O (centres undefined)
  1453	1.1	-0.9%	0.28	-11%	-9%	0.6%	19%	40%	0.8%
- COc1ccc(OP(=O)(Nc2ccccc2)Nc2ccccc2)cc1
  884	1	-0.4%	0.75	-11%	7%	-0.2%	-15%	12%	0.2%
- c1ccc(CNc2c3c(nc4ccccc24)CCC3)cc1
  947	x	x	-1.2	x	16%	-0.8%	x	47%	x
- Cc1[nH]c2ccccc2c1CCNCc1ccco1
  x	x	x	x	x	4%	0.4%	x	8%	1.4%
- NP(=O)(Oc1ccccc1Cl)Oc1ccccc1Cl
  1325	1.1	-7.0%	0.55	2%	8%	0.4%	7%	-6%	0.9%
- Brc1cc2c(cc1CN1CCN(c3ccccc3)CC1)OCCO2
  x	x	x	x	x	22%	-1.1%	x	0%	13%

Taken from above:
West Nile virus CPE, c1ccc(CNc2c3c(nc4ccccc24)CCC3)cc1 stands at -0.8%
RSV antiviral HEp-2, COc1ccc(OP(=O)(Nc2ccccc2)Nc2ccccc2)cc1 stands at 0.2%
Salmonella PhoP GFP, Cc1[nH]c2ccccc2c1CCNCc1ccco1 stands at 8%
CSM14.1 death rescue, COc1ccc(C(CC(=O)N2CCC3(CC2)OCCO3)NS(=O)(=O)c2ccc(OC)cc2)cc1 (centres undefined) stands at -1.6%
RSV antiviral HEp-2, Cn1c(O)c(C(c2ccccn2)c2c(O)n(C)c(=S)[nH]c2=O)c(=O)[nH]c1=S stands at -1.5%
Insulin prom up, O=C1NC(=O)N(Cc2ccc(F)cc2)C(=O)/C1=C\c1ccoc1 stands at 0.15
Salmonella PhoP GFP, FC(F)(F)c1ccc2c(c1)ncn2C1CCN(Cc2nnnn2C2CCCCC2)CC1 stands at 9%

In the list so far, 2 contain bromine:
Every second line gives: Insulin prom up cell count	TNAP activators	CSM14.1 death rescue	Insulin prom up	human PMI inhibition	SV40 large T antigen	West Nile virus CPE	human PMI inhibitors	Salmonella PhoP GFP	RSV antiviral HEp-2
- O=C(c1cc(Br)ccc1Cl)N1CCC2(CC1)OCCO2
  x	1.1	-2.7%	x	-1%	-3%	0.6%	-3%	-9%	0.8%
- Brc1cc2c(cc1CN1CCN(c3ccccc3)CC1)OCCO2
  x	x	x	x	x	22%	-1.1%	x	0%	13%

Additional results follow:
Every second line gives: Insulin prom up cell count	TNAP activators	CSM14.1 death rescue	Insulin prom up	human PMI inhibition	SV40 large T antigen	West Nile virus CPE	human PMI inhibitors	Salmonella PhoP GFP	RSV antiviral HEp-2
- CCC(C)NC(=O)c1c(N)n(Cc2ccc3c(c2)OCO3)c2nc3ccccc3nc12 (centres undefined)
  x	1.2	-0.9%	x	36%	1%	1.0%	61%*	-5%	u
- CN(C(=O)Oc1ccc(F)cc1)c1ccccc1
  x	x	x	x	x	5%	0.0%	x	8%	2.4%
- COc1ccc(C(=O)C2CN(C)CC2C(=O)c2ccc(OC)cc2)cc1 (centres undefined)
  1932	1	0.5%	0.2	15%	7%	-0.1%	25%	2%	-0.5%
- CCCC[N+]1(C)C2CC(OC(=O)C(CO)c3ccccc3)CC1C1OC12 (centres undefined)
  828	x	x	0.1	x	12%	0.1%	x	-6%	-1.9%
- COc1ccc(CN2CCCC(C(=O)c3ccccc3SC)C2)cc1O (centres undefined)
  x	1	-1.1%	x	12%	14%	-0.4%	19%	0%	0.5%
- Cc1ccc2c(c1)C1CN(C)CCC1N2C(=O)c1cccnc1Cl (centres undefined)
  1097	x	x	0.37	x	15%	0.4%	x	-14%	3.2%
- O=C(O)C(Cc1cnc[nH]1)NS(=O)(=O)c1ccc(Br)cc1 (centres undefined)
  x	x	x	x	x	-2%	0.3%	x	-10%	1.4%
- CC1CC2(O)c3nonc3CCC2N1O (centres undefined)
  1165	1	-2.4%	1.8	-4%	3%	0.2%	-22%	-4%	-0.1%
- COc1ccc(-n2c(=O)[nH]c3ccccc3c2=O)c(OC)c1
  1579	1	-1.2%	0.01	-3%	5%	-0.1%	-5%	8%	0.2%
- CC1CN=C(NCc2ccccc2)S1 (centres undefined)
  1076	1.1	2.5%	0.2	12%	13%	-0.4%	10%	3%	1.1%
- CC(C)N1C(=O)CC2(CC[N+](C)(CCOC(=O)C(O)(c3ccccc3)c3ccccc3)CC2)C1=O (centres undefined)
  x	1.1	-3.9%	x	36%	2%	-0.1%	26%	2%	1.2%
- C#CCN(C)C(C)Cc1ccccc1 (centres undefined)
  x	1.1	-1.9%	x	-19%	17%&25%	-0.2%	-17%	5%&-2%	0.7%
- CCCC(C)C1(CC)C(=O)NC(=Nc2ccc(OC)cc2)NC1=O (centres undefined)
  1370	1.1	1.4%	0.23	1%	8%	1.2%	0%	-24%	-0.1%
- O=[N+]([O-])c1ccc(NCCCN2CCOCC2)nc1
  x	x	x	x	x	3%	0.1%	x	3%	-0.6%
- Cc1ccc2c(c1)C1CN(C)CCC1N2C(=O)c1ccco1 (centres undefined)
  1234	1	-1.3%	0.77	4%	4%	-0.4%	4%	10%	1.4%
- c1nc2nc3c(c(N4CCNCC4)n2n1)CCCC3
  986	x	x	-1.1	x	6%	0.3%	x	2%	-0.8%
- Cc1nc2ccccc2c(=O)n1-c1ccc(Cl)c(Cl)c1
  x	x	x	x	x	5%	-1.4%	x	5%	-0.4%
- CCN1CCN(c2ccc([N+](=O)[O-])cc2C(=O)OC)CC1
  1303	1	-1.0%	0.84	0%	4%	0.6%	-2%	14%	0.8%
- CN1C(=O)N(C)C(=O)C2(Cc3cc(NC(=O)c4ccccc4Cl)ccc3N3CCCC32)C1=O (centres undefined)
  x	x	x	x	x	7%	-0.2%	x	2%	1.9%
- CN(C)C(=O)NC(O)C(Cl)(Cl)Cl (centres undefined)
  899	0.8	-0.9%	0.41	-10%	4%	0.5%	-11%	-7%	-0.8%
- O=C(c1ccc(F)cc1)N1CCC2(CC1)OCCO2
  x	x	x	x	x	6%	0.2%	x	-2%	1.1%
- Cc1[nH]c2ccccc2c1CCN
  x	x	x	x	x	6%	-0.3%	x	-5%	1.0%
- CN1C(=O)N(C)C(=O)C2(Cc3ccccc3N3CCCC32)C1=O (centres undefined)
  1075	x	x	0.08	x	10%	0.3%	x	-14%	0.7%
- Cc1cccc(-n2c(O)c(C=Nc3ccc(S(N)(=O)=O)cc3)c(=O)[nH]c2=O)c1
  1533	1.1	-0.3%	0.45	-57%	7%	-0.6%	-36%	-6%	-0.6%
- OCCNc1c2c(nc3ccccc13)CCCC2
  1424	1.1	-2.3%	0.43	-18%	-8%	0.1%	-1%	20%	1.0%
- Cc1cccc(Cn2cc(C=O)c3ccccc32)c1
  x	x	x	x	x	-9%	1.4%	x	23%	4.1%
- O=[N+]([O-])c1ccc(CNCCc2ccccc2)cc1
  x	x	x	x	x	4%	-1.3%	x	-2%	-0.4%
- C=CCn1c(O)c(C(C)=NCCc2ccccc2)c(=O)[nH]c1=O
  907	1	-2.1%	0.37	12%	1%	-0.2%	4%	-4%	1.3%
- CCC(=NCCN1CCOCC1)c1c(O)n(-c2ccccc2C)c(=O)[nH]c1=O
  1363	1.1	0.7%	-0.26	-20%	3%	0.0%	-12%	0%	2.1%
- C=C1[C@@H](C)[C@H]2[C@H](Cc3ccccc3)NC(=O)[C@]23OC(=O)/C=C/[C@H](O)CCC[C@@H](C)C/C=C/[C@H]3[C@@H]1O
  954	1.1	-5.2%	0.12	3%	-1%&4%	-0.8%	-6%	-8%&-9%	14%
- CC(=O)OC[C@]12CCC(C)=C[C@H]1O[C@@H]1[C@H](O)[C@@H](OC(C)=O)[C@@]2(C)[C@]12CO2
  x	x	x	u	x	2%	-1.4%	x	2%	4.5%
- C=CCn1c(O)c(/C=C/C=Nc2ccccc2)c(=O)[nH]c1=O
  1323	1.1	-2.1%	-0.1	-11%	20%	-0.3%	-5%	-22%	1.3%
- c1coc(CNCCc2c[nH]c3ccccc23)c1
  x	x	x	x	x	1%	0.0%	x	0%	2.1%
- c1ccc(CCCN2CCN(CCOC(c3ccccc3)c3ccccc3)CC2)cc1
  x	x	x	x	x	4%	-0.6%	x	-3%	1.9%

An excerpt, so the mix of outcomes need not match the whole.
